# Assay outcomes: PubChem BioAssay, PCMD
# Yeast eIF2B – modulators of yeast eIF2B activity; 0.91% of 27,000 active; inhibition, % at 25 µM (by protocol); S. cerevisiae eIF2B-epsilon R284H, GCN4-lacZ luminescence;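 active = mutant luminescence inhibited past about 50% while wild type luminescence and mutant growth stay under set limits, limit read from the data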; note: some compounds called inactive have numbers as strong as hits
#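 Assay system: yeast eIF2B-epsilon R284H mutant carrying GCN4–beta-galactosidase fusion / Buffer or medium: YPD / Incubation: 16 h growth with compound at 30 °C, 90 min Beta-Glo step / Detection: Beta-Glo luminescence after Z-buffer lysis, growth by 595 nm absorbance / Read-out: % inhibition of reporter signal and growth versus controls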
# Yeast tox – Inhibitors of S. cerevisiae growth, toxicity; AID 685; growth inhibition, % at 25 µM (by protocol); 0.3% of 30,000 active; S. cerevisiae wild-type growth, A595 turbidity, 16 h;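 active = mutant and wild-type yeast strains alike exhibit over 30% growth inhibition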;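 note: 0% = untreated cell controls and 100% = YPD media blanks without cells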
#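 Test system: Wild-type and eIF2Bepsilon-R284H mutant S. cerevisiae, screened separately | Dosing: Single 25 µM compound dose in 0.2% DMSO | Schedule: 16 h compound exposure during growth at 30 °C | Detection: A595 turbidity | Evaluation: Growth inhibition (%) versus cell controls and blanks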
# Yeast tox inhibition % – also measured in Yeast tox; calls as there; growth inhibition, %; S. cerevisiae eIF2Bepsilon-R284H mutant growth, A595 turbidity, 16 h;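 each compound tested once at 25 µM; 0% equals untreated cells and 100% equals cell-free medium blanks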
# Yeast eIF2B mutant toxicity – second read-out of Yeast eIF2B, no call of its own (marks repeat the call); growth inhibition, %; measured here: mutant yeast growth, toxicity;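 each compound tested once at 25 µM; zero equals untreated control growth and 100 equals blank medium absorbance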
# Starred values were filed as active, the others as inactive; . = no result given. This is a subset; the hit share may differ from the screen's.
# Start of the listing, in advance, 14 compounds:
# Abbreviations: A = Yeast eIF2B; B = Yeast eIF2B mutant toxicity; C = Yeast tox; D = Yeast tox inhibition %
(1) COC(=O)c1c(C)[nH]c(C(=O)OCC(=O)NCC(C)C)c1C
  A: -3	B: 18	C: 27	D: 18
(2) CN(Cc1nc2ccccc2n1C)S(=O)(=O)c1ccc(Cl)cc1
  A: 11	B: -26	C: -8	D: -26
(3) CCN(CC)CCNC(=O)c1ccccc1N
  A: 13	B: -5	C: 5	D: -5
(4) COc1cc(-c2nnc3n2N=C(c2ccccc2)CS3)cc(OC)c1OC
  A: 56	B: -54	C: -40	D: -54
(5) CCCn1c(NC(=O)c2cccc(C)c2C)nc2ccccc21
  A: .	B: .	C: 8	D: 11
(6) COc1cc(CN2C(=O)C(NC(=O)c3ccco3)(C(F)(F)F)C3=C2CC(C)(C)CC3=O)cc(OC)c1 (configuration not stated)
  A: 15	B: -19	C: -4	D: -19
(7) Cc1cccn2c(=O)c3cc(C#N)c(=NC(=O)c4ccccc4)n(Cc4ccco4)c3nc12
  A: 2	B: .	C: 3	D: 0
(8) Cc1sc2c(c1C)c(=O)nc1scc(CC(=O)O)n12
  A: 14	B: 12	C: 8	D: 12
(9) COC(=O)c1ccc(NC(=O)C(C)Oc2ccccc2)cc1 (configuration not stated)
  A: 19	B: 14	C: 0	D: 14
(10) Cc1cc(C)c(N2C(=NC(=O)CCCC(=O)O)SC3CS(=O)(=O)CC32)c(C)c1 (configuration not stated)
  A: 17	B: .	C: 16	D: 0
(11) Cc1ccc(NC(=O)c2ccc3c(c2)OCCO3)cc1
  A: 20	B: .	C: 5	D: 0
(12) Cc1nccn1-c1c2c(c(C#N)c3nc4ccccc4n13)CCC2
  A: 21	B: 28	C: 24	D: 28
(13) COc1ccccc1N1CCN(C(=O)C(C)N(c2ccccc2)S(C)(=O)=O)CC1 (configuration not stated)
  A: 27	B: 11	C: 10	D: 11
(14) COc1ccc(S(=O)(=O)Nc2ccc(S(=O)(=O)Nc3ccc(F)cc3)cc2)cc1C
  A: 28	B: .	C: 0	D: 0

# Main list, repeating the preview:
# Abbreviations: A = Yeast eIF2B; B = Yeast eIF2B mutant toxicity; C = Yeast tox; D = Yeast tox inhibition %
(1) COC(=O)c1c(C)[nH]c(C(=O)OCC(=O)NCC(C)C)c1C
  A: -3	B: 18	C: 27	D: 18
(2) CN(Cc1nc2ccccc2n1C)S(=O)(=O)c1ccc(Cl)cc1
  A: 11	B: -26	C: -8	D: -26
(3) CCN(CC)CCNC(=O)c1ccccc1N
  A: 13	B: -5	C: 5	D: -5
(4) COc1cc(-c2nnc3n2N=C(c2ccccc2)CS3)cc(OC)c1OC
  A: 56	B: -54	C: -40	D: -54
(5) CCCn1c(NC(=O)c2cccc(C)c2C)nc2ccccc21
  A: .	B: .	C: 8	D: 11
(6) COc1cc(CN2C(=O)C(NC(=O)c3ccco3)(C(F)(F)F)C3=C2CC(C)(C)CC3=O)cc(OC)c1 (configuration not stated)
  A: 15	B: -19	C: -4	D: -19
(7) Cc1cccn2c(=O)c3cc(C#N)c(=NC(=O)c4ccccc4)n(Cc4ccco4)c3nc12
  A: 2	B: .	C: 3	D: 0
(8) Cc1sc2c(c1C)c(=O)nc1scc(CC(=O)O)n12
  A: 14	B: 12	C: 8	D: 12
(9) COC(=O)c1ccc(NC(=O)C(C)Oc2ccccc2)cc1 (configuration not stated)
  A: 19	B: 14	C: 0	D: 14
(10) Cc1cc(C)c(N2C(=NC(=O)CCCC(=O)O)SC3CS(=O)(=O)CC32)c(C)c1 (configuration not stated)
  A: 17	B: .	C: 16	D: 0
(11) Cc1ccc(NC(=O)c2ccc3c(c2)OCCO3)cc1
  A: 20	B: .	C: 5	D: 0
(12) Cc1nccn1-c1c2c(c(C#N)c3nc4ccccc4n13)CCC2
  A: 21	B: 28	C: 24	D: 28
(13) COc1ccccc1N1CCN(C(=O)C(C)N(c2ccccc2)S(C)(=O)=O)CC1 (configuration not stated)
  A: 27	B: 11	C: 10	D: 11
(14) COc1ccc(S(=O)(=O)Nc2ccc(S(=O)(=O)Nc3ccc(F)cc3)cc2)cc1C
  A: 28	B: .	C: 0	D: 0
(15) c1csc(Cn2nnnc2CN2CCN(c3nc4ccccc4s3)CC2)c1
  A: .	B: .	C: 11	D: -10
(16) COc1ccc(Cl)cc1C(=O)NCCN(C)C
  A: 22	B: 10	C: 18	D: 10
(17) Cc1ccc(C(=O)c2ccc([N+](=O)[O-])cc2)cc1C
  A: 19	B: 22	C: 19	D: 22
(18) O=C(CCC1COc2ccccc2O1)NCc1ccco1 (configuration not stated)
  A: -6	B: -12	C: -5	D: -12
(19) COc1ccc(CCC(=O)N2CCc3ccccc32)cc1
  A: 11	B: 6	C: 14	D: 6
(20) CC1=CCC(C(=O)O)(C(=O)N/N=C/c2cccs2)C(c2ccc(Cl)cc2)C1 (configuration not stated)
  A: .	B: .	C: 22	D: 19
(21) CC1(C(=O)O)CCC(C(=O)NC2CCCCC2)C1(C)C (configuration not stated)
  A: .	B: .	C: 14	D: 3
(22) Cc1ccc(C(=O)CC2(O)C(=O)N(CCc3ccccc3)c3ccc(Br)cc32)o1 (configuration not stated)
  A: .	B: .	C: 8	D: 17
(23) COC(=O)CSc1snnc1-c1ccc(F)cc1
  A: 16	B: 30	C: 19	D: 30
(24) COCCn1c(=S)[nH]c2cc(C(=O)N3CCN(Cc4ccc5c(c4)OCO5)CC3)ccc2c1=O
  A: 20	B: 18	C: 12	D: 18
(25) CC(c1ccccc1)N1C(=O)CC(Sc2ncccc2C(=O)O)C1=O (configuration not stated)
  A: 8	B: -6	C: -1	D: -6
(26) CCCCN(Cc1ccccc1)S(=O)(=O)c1ccc2[nH]c(=O)oc2c1
  A: 45	B: -18	C: -8	D: -18
(27) CCN1CC=C2C(C#N)=C(N)C(C#N)(C#N)[C@H](c3cccc(OC)c3OC)[C@H]2C1
  A: 19	B: -5	C: 1	D: -5
(28) CC(O)c1cc2c(cc1NC(=O)c1cnn3c1NC(c1ccco1)CC3C(F)(F)F)OCO2 (configuration not stated)
  A: 30	B: .	C: -16	D: 0
(29) CCOC(=O)CNC(=O)CSc1nnc(-c2cccc(OC)c2)n1CC
  A: -27	B: 23	C: 15	D: 23
(30) CC(C)(C)c1ccc(Cn2nnc3c(=O)[nH]c(C4CCN(C(=O)Cc5cccs5)CC4)nc32)cc1
  A: 7	B: -8	C: 2	D: -8
(31) COc1cccc(/C(O)=C2/C(=O)C(=O)N(CCN(C)C)C2c2ccc(Br)cc2)c1 (configuration not stated)
  A: 40	B: -10	C: -5	D: -10
(32) Cn1c(=O)oc2cc(C(=O)c3ccccc3)ccc21
  A: -4	B: 4	C: 7	D: 4
(33) O=C(NCCCN1CCCC1)Nc1cccc2ccccc12
  A: 28	B: -10	C: -5	D: -10
(34) C=C(C)COc1ccc(-c2nc(N)ncc2Oc2ccc(OC)cc2)c(O)c1
  A: 13	B: -9	C: -7	D: -9
(35) Cc1cc(S(=O)(=O)N2CC(=O)N(CCc3ccccc3)C(=O)C2)ccc1F
  A: -11	B: 38	C: -1	D: 38
(36) COc1ccc(N2Nc3n[nH]c(N)c3N2)cc1
  A: 15	B: .	C: .	D: .
(37) CC1(C)Cc2c(C#N)c(NCCc3ccccc3)nc(-c3ccco3)c2CO1
  A: -1	B: .	C: -17	D: 0
(38) COc1ccc(C(=O)CSc2nnnn2Cc2ccccc2)cc1
  A: 22	B: 11	C: 17	D: 11
(39) c1coc(Cn2c(-c3ccco3)nc3ccccc32)c1
  A: -4	B: .	C: 13	D: 0
(40) CCN(CC(=O)NC1CCS(=O)(=O)C1)C(=O)COc1ccccc1-c1ccccc1 (configuration not stated)
  A: 20	B: .	C: 18	D: 0

# A different layout for part of the listing above:
7. Cc1cccn2c(=O)c3cc(C#N)c(=NC(=O)c4ccccc4)n(Cc4ccco4)c3nc12
18. O=C(CCC1COc2ccccc2O1)NCc1ccco1 (configuration not stated)

Compound | 7 | 18
Yeast eIF2B | 2 | -6
Yeast eIF2B mutant toxicity | . | -12
Yeast tox | 3 | -5
Yeast tox inhibition % | 0 | -12

# (list continues)
# Abbreviations: A = Yeast eIF2B; B = Yeast eIF2B mutant toxicity; C = Yeast tox; D = Yeast tox inhibition %
(41) N#Cc1c(NCCN)nc(-c2ccco2)c2c1CCCC2
  A: .	B: .	C: 37	D: 18
(42) CCC(C)N(C)Cc1cccc(C2(O)CCN(S(=O)(=O)c3ccc(F)cc3)CC2)c1 (configuration not stated)
  A: 27	B: 21	C: 10	D: 21
(43) CCCNCc1cc(Cl)c(OCC)c(Cl)c1
  A: 5	B: 4	C: -6	D: 4
(44) CCC(=O)c1ccc(OCC(O)Cn2c(C)nc3ccccc32)cc1 (configuration not stated)
  A: 18	B: -13	C: 2	D: -13
(45) O=P(Cc1nnco1)(c1ccccc1)c1ccccc1
  A: 16	B: 4	C: 31	D: 4
(46) O=C(CSc1nnc(-c2c[nH]c3ccccc23)n1CC1CCCO1)Nc1ccc2c(c1)OCCO2 (configuration not stated)
  A: 22	B: 15	C: 11	D: 15
(47) CN(C)c1nc(N)nc(CSc2ccccn2)n1
  A: .	B: .	C: 20	D: 14
(48) Cc1cc(N2CCN(c3cccc(C(F)(F)F)c3)CC2)n2nc(C)nc2n1
  A: 4	B: -21	C: -14	D: -21
(49) CNc1nnc(-c2cc3ccccc3oc2=O)s1
  A: 26	B: 6	C: -1	D: 6
(50) CCOC(=O)c1sc(=S)n(C)c1N
  A: 9	B: 15	C: 8	D: 15
(51) COc1ccc(C(CC(=O)O)NC(=O)COc2ccccc2)cc1OC (configuration not stated)
  A: 25	B: .	C: 9	D: 0
